yeast sgs1 mgt1: NCI yeast anticancer drug screen, S. cerevisiae sgs1 mgt1 strain; growth inhibition, % at 50 µM; hit rate 10% among 78,000; AID 161;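 note: 0% = growth of vehicle-only cultures of the same strain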
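Yeast cells carrying a defined DNA-repair defect were exposed to test compounds. Growth inhibition was measured relative to vehicle-treated controls.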
mlh1 rad18: NCI yeast anticancer drug screen, S. cerevisiae mlh1 rad18 strain; growth inhibition, % at 50 µM; hit rate 11% among 79,000; AID 175;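 note: 0% = growth of vehicle-only cultures of the same strain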
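Inhibition values reflect reduced growth of mutant yeast versus vehicle-treated controls following compound exposure; the mutations affect DNA damage repair.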
cln2 rad14: NCI yeast anticancer drug screen, S. cerevisiae cln2 rad14 strain. AID 165. hit rate 8.3% among 78,000. % growth inhibition at 50 µM;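 note: 0% = growth of vehicle-only cultures of the same strain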
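Relative to vehicle controls, growth inhibition of compound-treated cln2 rad14 yeast was recorded.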
yeast bub3: NCI yeast anticancer drug screen, S. cerevisiae bub3 mutant strain; AID 167; hit rate 9.9% among 78,000; % growth inhibition at 50 µM;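 note: 0% = growth of vehicle-only cultures of the same strain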
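Mutant yeast screening strain plus compound; vehicle-treated cultures serve as the 0% inhibition reference.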
yeast rad50: NCI yeast anticancer drug screen, S. cerevisiae rad50 strain; hit rate 10% among 79,000; growth inhibition, % at 50 µM; AID 155;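 note: 0% = growth of vehicle-only cultures of the same strain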
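Compounds were tested on a yeast strain with an engineered DNA damage repair alteration; the reported value is growth inhibition normalised to vehicle treatment.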
mec2-1: NCI yeast anticancer drug screen, S. cerevisiae mec2-1 strain; AID 157; growth inhibition, % at 50 µM; hit rate 9% among 79,000;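 note: 0% = growth of vehicle-only cultures of the same strain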
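Each compound was tested on mec2-1 yeast, a strain altered in DNA damage repair or cell cycle control. Growth inhibition is reported relative to vehicle.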
Starred values were filed as active, the others as inactive; & = joins results of further samples. Cut-off read from the data, not from the text of the source: active = growth inhibition above about 70%; inactive = the rest.

SMILES | yeast sgs1 mgt1 | mlh1 rad18 | cln2 rad14 | yeast bub3 | yeast rad50 | mec2-1
COc1cc2c(c(OC)c1OC)-c1ccc(SCC3CCC4CC3C4(C)C)c(=O)cc1C(NC(C)=O)CC2 (stereo not given) | 98* | 97* | 96* | 96* | 98* | 97*
FC(F)(F)c1cccc(N(c2nc(Cl)nc(Cl)n2)c2nc(Cl)nc(Cl)n2)c1 | 37 | 3 | 30 | -9 | -6 | -27
O=c1ccc2nc3ccc(O)cc3oc-2c1 | -13 | -39 | 3 | 7 | -19 | -24
O=C(O)CCSC1=NCCN1 | -26 | -11 | 17 | -43 | -33 | -44
O=C(O)c1cnccn1 | 17 | 18 | 13 | 1 | 19 | 4
O=C(Oc1ccc(/C=C/[n+]2ccccc2)c(OC(=O)c2ccccc2)c1)c1ccccc1 | 70* | 49 | 6 | -1 | 50 | 19
CCNC1=C(C(=O)OCC)C(=O)CO1 | 24 | 0 | 10 | 0 | 34 | 16
CN(C)CCCC1c2ccccc2Oc2ccc(C(F)(F)F)cc21 (stereo not given) | -12 | 31 | -25 | 42 | -9 | -28
CN(CC(=O)O)c1ncc2c(n1)CCCC2 | -18 | -61 | -3 | -58 | -6 | 4
CC(C)(C)OC(=O)C1CCON1C1OC(C(O)CO)C2OC(C)(C)OC21 (stereo not given) | 58&2 | 59&11 | 19&-8 | 38&13 | 48&-3 | 43&8
COC(=O)c1ccc(C[P+](c2ccccc2)(c2ccccc2)c2ccccc2)cc1 | 44 | 43 | 40 | 1 | 16 | 8
Nc1ccc(O)cc1 | 39 | 15 | 9 | 3 | 15 | 8
CSCCCC(N)=O | -2 | 4 | 1 | -10 | 2 | -11
C/C(=C\c1ccc2c(c1)OCO2)C(=O)O | -7 | -25 | -30 | 20 | -3 | 0
O=C(O)CCSCc1ccccc1 | 2&-23 | -16&-30 | -4&-31 | 0&-31 | 9&-26 | -7&1
O=S(=O)(CCn1c(Sc2ccccc2)c(Sc2ccccc2)c2ccccc21)c1ccccc1 | 5 | -2 | 2 | -17 | -16 | -3
NC1=NN(c2ccccc2)C(=O)C1/C(=N\NC(=O)c1cc2ccccc2cc1O)C(=O)Nc1ccc(Cl)c(Cl)c1 (stereo not given) | -17 | 21 | 32 | 7 | 29 | 10
CCN(CC)C(=O)c1c(C(=O)OC)c(C)n(NC(N)=O)c1C | 14 | 10 | -29 | 26 | 1 | 1
CC1CCOC(c2ccccc2Cl)O1 (stereo not given) | -5 | 5 | -12 | -9 | -25 | 14
CCCCNc1ccc2nnc(C)n2n1 | 7 | -5 | 12 | 2 | -18 | -9
CCCCCCCCCCCCCCC/C([O-])=N/[N+](C)(C)CC(C)O (stereo not given) | 92* | 90* | 88* | 91* | 91* | 91*
CC(C#N)C(=O)O (stereo not given) | -16 | -18 | -8 | -8 | -4 | -6
Cc1ccc(S(=O)(=O)NCC(=O)NCC(=O)Oc2ccc([N+](=O)[O-])cc2)cc1 | 42 | 16 | 19 | 2 | 53 | 13
Cc1ccc(/C(=N/NS(=O)(=O)c2ccc(C)cc2)C(C)c2ccccc2)cc1 (stereo not given) | 5 | 3 | -25 | -6 | 22 | -1
OCC(O)C1CCCCN1 (stereo not given) | -10 | -3 | 10 | -23 | -50 | -55
COc1ccc(NCc2c(O)ccc3ccccc23)cc1 | 25 | 68 | -1 | 26 | 45 | 44
O=C(Nc1ccc(F)cc1)C(Br)C(Br)c1ccccc1 (stereo not given) | 94* | 96* | 49 | 82* | 91* | 88*
c1cncc(Cc2nc3ccccc3[nH]2)c1 | -23 | -34 | -12 | -5 | -27 | -2
COC(=O)/C(=C/c1ccc(OC)cc1)C(C(=O)O)=C1CCCC1 | 10 | -16 | 16 | 6 | 1 | 8
O=C1c2ccccc2C(=O)N1CCn1ccc(NC(c2ccccc2)(c2ccccc2)c2ccccc2)nc1=O | 67 | 65 | 81* | 79* | 66 | 75*
COc1cc(C=O)cc(O)c1O | -11 | -1 | -19 | -2 | 12 | 3
CCCCCCCCCCCCc1ccccc1 | 3&-4 | -1&16 | -56&5 | -20&18 | 18&2 | 11&4
Cc1ccc(S(=O)(=O)N2CCCCCC2)cc1 | -6&-14 | 0&-11 | -8&2 | -3&-7 | -9&11 | -3&16
CC1CCC2(NC1)OC1CC3[C@@H]4CC=C5C=CCC[C@]5(C)C4CC[C@]3(C)C1C2C (stereo not given in full) | 92* | 89* | 91* | 91* | 91* | 93*
Cn1ccoc1=Nc1ccc(Cl)c(Cl)c1 | -7 | -3 | -2 | 6 | -4 | -25
CN1CCCN(C)CC1 | 14 | 32 | 15 | 4 | 2 | -12
CC(=O)OCC1COC(C2CC=CCC2)O1 (stereo not given) | -8 | 9 | -22 | -14 | 4 | -3
COC(=O)C1=C(O)c2cc(C)c(C)c(C#N)c2NC(=O)C1 | -8 | 4 | 18 | 2 | -8 | 4
O=c1cc(CC2(O)CCCCC2)c2ccccc2[nH]1 | -2 | 10 | -58 | -49 | -4 | 0
CC1(C)COC(c2ccc3ccccc3c2)OC1 | -6 | -6 | -22 | 35 | 26 | 11
CCOC(=O)C(C#N)(Cc1c(-c2ccccc2)[nH]c2ccccc12)NC(C)=O (stereo not given) | 5 | 6 | -15 | 8 | -4 | 1
Cc1ccc(C2=C(c3ccccc3)C(Br)(c3ccccc3)C(c3ccccc3)=C2c2ccc(C)cc2)cc1 | -17 | 13 | -8 | -5 | 19 | 2
Cc1cc(=O)oc(O)c1N=Nc1ccc(N(C)C)cc1 | -10 | -36 | -30 | -12 | -22 | -10
COc1cc2c(cc1O)C(C)C(c1ccccc1)O2 (stereo not given) | 9 | 13 | -21 | 7 | 4 | 5
CSCCNC(=O)CS(=O)(=O)c1ccc(N)cc1 | -8 | -15 | -13 | -2 | -10 | -26

Record cards (already shown). Values in the order: yeast sgs1 mgt1, mlh1 rad18, cln2 rad14, yeast bub3, yeast rad50, mec2-1
COc1cc2c(c(OC)c1OC)-c1ccc(SCC3CCC4CC3C4(C)C)c(=O)cc1C(NC(C)=O)CC2 (stereo not given) is entered as 98*, 97*, 96*, 96*, 98*, 97*
COC(=O)/C(=C/c1ccc(OC)cc1)C(C(=O)O)=C1CCCC1 is entered as 10, -16, 16, 6, 1, 8
O=C(Nc1ccc(F)cc1)C(Br)C(Br)c1ccccc1 (stereo not given) is entered as 94*, 96*, 49, 82*, 91*, 88*
COC(=O)C1=C(O)c2cc(C)c(C)c(C#N)c2NC(=O)C1 is entered as -8, 4, 18, 2, -8, 4
COc1ccc(NCc2c(O)ccc3ccccc23)cc1 is entered as 25, 68, -1, 26, 45, 44

(listing goes on)
SMILES | yeast sgs1 mgt1 | mlh1 rad18 | cln2 rad14 | yeast bub3 | yeast rad50 | mec2-1
Cc1ccc(OCc2ccccc2)n[n+]1[O-] | -11 | -3 | -10 | -10 | -21 | -17
O=C1c2cc(F)ccc2-c2c(F)cc(F)cc21 | -2 | -9 | 41 | -4 | 20 | -6
Cc1ncc2c(n1)CCC1=C2OS(=O)(=O)CC1N(C)C (stereo not given) | -3 | -22 | 2 | -10 | -24 | 0
O=C(NCCCCCCNC(=O)NCc1ccc(Cl)c(Cl)c1)NCc1ccc(Cl)c(Cl)c1 | -4 | 17 | -4 | -2 | 14 | 4
CCC(=O)CC(=O)CCC(=O)Nc1ccc(Cl)cc1C | -12 | -10 | -55 | -12 | -72 | -15
Cc1c(O)c(Br)c(Br)c(Br)c1Br | 96* | 94* | 95* | 93* | 96* | 87*
Cc1cccc(-c2nnc(-c3cccc(C)c3)o2)c1 | 64 | 23 | 43 | 55 | 55 | 15
c1ccc(-c2nc3nc4ccccc4nc3nc2-c2ccccn2)nc1 | 21 | 23 | -19 | 51 | 25 | 1
Cc1ccc(N=C(NN(C)C)C(c2ccccc2)c2ccccc2)cc1 | 8 | -14 | -19 | 15 | 3 | -20
Nc1ccn(C2CC(F)C(CO)O2)c(=O)n1 (stereo not given) | 17 | -2 | 2 | 7 | 20 | 11
CCSc1nc(N)c2c(-c3ccc(OC)c(OC)c3)c3c(nc2n1)CCCC3 | -40 | -25 | -3 | -16 | -33 | -17
O=[N+]([O-])c1ccc(Cl)c(C(Nc2nncs2)Nc2nncs2)c1 | 62 | 52 | 36 | 20 | 49 | 24
ClCc1ccccc1C(c1ccccc1)c1ccccc1 | 7 | 22 | -32 | 25 | -1 | 20
CSc1nccc(=O)n1C | -10 | -2 | -53 | -22 | 10 | -15
COc1ccc(C2CC(=O)Oc3ccccc3O2)cc1 (stereo not given) | 32 | 38 | 28 | 24 | 39 | 16

Quoted from the listing.
O=[N+]([O-])c1ccc(Cl)c(C(Nc2nncs2)Nc2nncs2)c1 in yeast sgs1 mgt1 = 62
ClCc1ccccc1C(c1ccccc1)c1ccccc1 in yeast rad50 = -1
Cc1ncc2c(n1)CCC1=C2OS(=O)(=O)CC1N(C)C (stereo not given) in yeast rad50 = -24

Carrying on:
SMILES | yeast sgs1 mgt1 | mlh1 rad18 | cln2 rad14 | yeast bub3 | yeast rad50 | mec2-1
CCC1(C(=O)c2ccccc2)C(C(=O)OC)=NC(=S)N=C1C(=O)OC | -16 | 11 | 0 | -19 | -6 | -14
c1c[n+](CCC2CCCCC2)ccn1 | 94* | 70 | 73* | 64 | 89* | 97*
C=CCOc1ccc2cc(Br)ccc2c1 | 6 | 15 | -24 | 4 | 4 | -3
Cc1nn(C(=O)c2ccncc2)c2c1C(c1ccc(Cl)cc1)SC(N)=N2 (stereo not given) | 15 | 9 | 2 | 10 | 9 | -10
c1ccc(CCn2nc3ccccc3n2)nc1 | -12 | -8 | 13 | 2 | -6 | -25
O=C1OCC/C1=C1/Nc2ccccc2NC1=O | -8 | -14 | -22 | -16 | -13 | -24
O=[N+]([O-])c1ccc(CN2CCC(C(=S)Nc3ccccc3)=C2c2ccccc2)cc1 | 9 | 12 | 9 | -1 | 10 | 0
CC(C)C(=O)/C=C/c1ccc(Cl)cc1Cl | 70 | 40 | 53 | 69 | 70 | 72*
Cc1cc2c(=O)cc(-c3ccc(F)cc3)oc2c(C(=O)O)c1C | -6 | 33 | 17 | -4 | -19 | -1
CCCOc1cc2c(cc1C(C)c1ccc(OCC)cc1)OCO2 (stereo not given) | -9 | -50 | 1 | -27 | 36 | -26
O=C(COc1cc(Cl)c(Cl)cc1Cl)Nc1cccc(C(F)(F)F)c1 | -15 | 9 | -7 | 6 | 0 | -15
O=[N+]([O-])c1cccnc1Sc1nc2ccccc2[nH]1 | 26 | 6 | -20 | 22 | 20 | 18
CCCCCCCCCCCCCCCOc1ccc2ccccc2c1 | -6 | -35 | -28 | -7 | -11 | 8
Cc1[nH]c2ccccc2c1C(c1ccccc1O)c1c(C)[nH]c2ccccc12 | 14 | 33 | 19 | 13 | 21 | 23
O=C1OC(/C=C/c2ccccc2)C(=O)C1=O (stereo not given) | -4 | -10 | 25 | -10 | -4 | -5
Cc1[nH]nc(-c2ccon2)c1N | -27 | -7 | -20 | 13 | -4 | -3
O=C1CC(S(=O)(=O)O)C=C1Nc1cccc(Cl)c1 (stereo not given) | -10 | 1 | 6 | 4 | -18 | -1
COc1ccc(/C=C2\N=C(c3ccc(N)cc3)OC2=O)cc1OC | 13 | 20 | 20 | 10 | 10 | 0
CC(C)CCCC(C)C1CCC2C3CC=C4CC(OC(=O)Nc5ccc(S(=O)(=O)N(C)C)cc5)CCC4(C)C3CCC12C (stereo not given) | 28 | 33 | 26 | 2 | 44 | 9
[Cl][Eu]([Cl])[Cl] | 24 | 20 | 43 | 34 | 22 | 18
COc1ccc(/C=C/c2ccc(OC)cc2)cc1 | 1 | 6 | -13 | 9 | 13 | -8
Cc1ccnc(NS(=O)(=O)c2ccc(N=Nc3ccc(=O)[nH]c3)cc2)n1 | -13 | 14 | 16 | 2 | 23 | -14
O=C(N/N=C/c1ccc(Cl)c([N+](=O)[O-])c1)C(O)(c1ccccc1)c1ccccc1 | 12 | -19 | -4 | -1 | 10 | -3
COc1ccc2cc(C(C)C(=O)N3C(=O)OCC3(C)C)ccc2c1 (stereo not given) | 30 | 10 | -14 | -9 | 19 | -11
CC(C)=CCCC(C)C1CCC2C3CC=C4CC(O)CCC4(C)C3CCC12C (stereo not given) | 48 | 72* | 34 | 13 | 34 | 45
O=C(NC1CCCCC1)c1ccc([N+](=O)[O-])cc1 | 13 | -5 | 25 | -1 | 14 | 18
c1cc(-c2cn3ccsc3n2)ccn1 | -15 | 19 | 6 | 30 | 12 | 5
COC(=O)CC(NC(=O)C(Cc1cncn1C(=O)OCc1ccccc1)NC(=O)OCc1ccccc1)C(=O)O (stereo not given) | 0 | -5 | 7 | 0 | 10 | 3
c1ccc(Oc2ccc(Nc3c4ccccc4nc4ccccc34)cc2)cc1 | 76* | 27 | 32 | 29 | 46 | 30

Screening data as filed in PubChem.
